TexasRed fluor = Total Fluorescence Counterscreen for Inhibitors of the Interaction of Thyroid Hormone Receptor and Steroid Receptor Coregulator 2; actives 0.29% (n = 280,000); Potency, µM (doses to about 106 µM), inactives show at the highest dose fluorescence change, negative = quenching; TRb/SRC2 Texas Red total fluorescence interference; active = well fitted curve in either direction with a large enough effect; inconclusive = small, poorly fitted or top-dose-only effect
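Human TRβ ligand-binding domain (0.6 uM) and Texas Red SRC2 peptide (20 nM) in Tris buffer with 1 uM T3 and 5% DMSO were incubated with pinned compound for 5 hr at ambient temperature. Total fluorescence was computed as S + 2P (555/632 nm).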
aGal spleen mod = qHTS Assay for Inhibitors and Activators of Human alpha-Galactosidase From Spleen Homogenate; actives 0.008% (n = 240,000); Alpha-galactosidase A (Homo sapiens), P06280; human spleen homogenate, 4MU-alpha-Gal fluorescence, 40 min; Potency, µM (series often up to 80 µM), for inactives: at the top dose activity change, negative = inhibition, hits mostly inhibitors;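 note: 0% = enzyme with vehicle and -100% = no enzyme basal signal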
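Inhibition or activation of alpha-galactosidase in human spleen homogenate is scored by 4-MU fluorescence after 40 min at 37C, pH 5.0, with 1 mM substrate. AC50s come from concentration-response fitted to the Hill equation.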
ALDH1A1 inh = qHTS Assay for Inhibitors of Aldehyde Dehydrogenase 1 (ALDH1A1); Purified ALDH1A1, NADH fluorescence, propionaldehyde substrate; actives 7.3% (n = 220,000); Potency, µM (highest dose often 75.3 µM), without a hit: at the top dose activity, negative = inhibition, hits mostly inhibitors; active = well fitted inhibition curve with a large enough effect, not every such curve was filed as active; inconclusive = small, poorly fitted or top-dose-only effect, or another doubt; inactive = no such curve, though single readings can be large or run the other way;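 note: plate controls were no enzyme wells and a reference inhibitor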
Target sequence (P00352 whole entry, looked up): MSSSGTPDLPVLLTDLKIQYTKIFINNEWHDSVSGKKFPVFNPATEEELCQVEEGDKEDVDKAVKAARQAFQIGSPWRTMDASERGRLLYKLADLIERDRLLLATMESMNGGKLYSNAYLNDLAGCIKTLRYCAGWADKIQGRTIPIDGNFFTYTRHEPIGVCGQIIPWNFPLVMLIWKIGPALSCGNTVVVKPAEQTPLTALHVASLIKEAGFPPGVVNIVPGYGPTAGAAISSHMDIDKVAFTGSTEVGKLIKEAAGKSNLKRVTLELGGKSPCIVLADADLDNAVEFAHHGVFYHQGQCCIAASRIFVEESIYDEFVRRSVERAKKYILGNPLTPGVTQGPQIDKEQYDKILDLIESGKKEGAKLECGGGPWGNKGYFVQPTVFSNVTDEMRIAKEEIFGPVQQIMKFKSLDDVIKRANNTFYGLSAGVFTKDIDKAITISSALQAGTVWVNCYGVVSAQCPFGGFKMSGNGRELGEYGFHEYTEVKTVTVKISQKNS
Tau fibril FP = qHTS for Inhibitors of Tau Fibril Formation, Fluorescence Polarization. Potency, µM (highest dose often 57.7 µM), for inactives: at the top dose activity, negative = inhibition, actives largely listed as inhibitors. K18 P301L tau heparin fibrillization, Alexa594 FP, 6 h. Microtubule-associated protein tau (Homo sapiens), P10636. actives 0.39% (n = 280,000). AID 1468, 2008; note: nearly all actives have a fitted effect of over 55% in size
Target sequence (P10636 561-689 P618L limits assumed): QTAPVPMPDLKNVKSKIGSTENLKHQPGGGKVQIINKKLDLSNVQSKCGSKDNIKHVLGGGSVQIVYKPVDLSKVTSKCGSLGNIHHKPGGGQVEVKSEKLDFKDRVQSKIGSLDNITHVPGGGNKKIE
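FP of Alexa 594-tau after heparin (20 uM) induction. Substrate: human K18 P301L, 15 uM unlabeled, 0.24 uM labeled. Buffer 100 mM sodium acetate pH 7. 6 hr, 37 C.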
Tau fibril ThT = qHTS for Inhibitors of Tau Fibril Formation, Thioflavin T Binding | recombinant tau K18 P301L, heparin-induced fibrillization, ThT fluorescence | Potency, µM (top dose mostly 57.4 µM), inactives show at the highest dose activity, negative = inhibition, most hits filed as inhibitors | actives 2.1% (n = 270,000); note: nearly all actives have a fitted effect of over 55% in size
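K18 P301L tau (15 uM + 0.24 uM Alexa 594-tagged), heparin 20 uM, NaOAc pH 7, 6 h 37 C; ThT 30 uM, 1 h RT, ex 450/em 510 nm.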
Tau fluor counter = Counterscreen qHTS for Inhibitors of Tau Fibril Formation, Fluorescence Polarization; AID 1463, 2008; actives 0.93% (n = 280,000); tau K18 P301L (four-repeat tau fragment) Alexa594 fluorescence, heparin fibrillization; Potency, µM (top dose mostly 57.7 µM), without a hit: top-dose activity change, negative = decrease; note: nearly all actives have a fitted effect of over 55% in size
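Human K18 P301L tau (15 uM unlabeled plus 0.24 uM Alexa 594-labeled, final) in 100 mM sodium acetate pH 7 was mixed with compound and 20 uM heparin and incubated 6 hr at 37 C.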
TRb-SRC2 inh = qHTS for Inhibitors of the Interaction of Thyroid Hormone Receptor and Steroid Receptor Coregulator 2 | Thyroid hormone receptor beta (Homo sapiens), P10828 | TRbeta-SRC2 peptide binding, fluorescence polarization; receptor liganded with 1 µM T3 | Potency, µM (doses to about 106 µM), without a hit: top-dose activity change, negative = inhibition, actives largely listed as inhibitors | actives 0.065% (n = 280,000) | AID 1469, 2008;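 note: plate controls were bound peptide for no effect and peptide without receptor for full effect; nearly all actives have a fitted effect of over 50% in size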
Target sequence (P10828 whole entry, looked up): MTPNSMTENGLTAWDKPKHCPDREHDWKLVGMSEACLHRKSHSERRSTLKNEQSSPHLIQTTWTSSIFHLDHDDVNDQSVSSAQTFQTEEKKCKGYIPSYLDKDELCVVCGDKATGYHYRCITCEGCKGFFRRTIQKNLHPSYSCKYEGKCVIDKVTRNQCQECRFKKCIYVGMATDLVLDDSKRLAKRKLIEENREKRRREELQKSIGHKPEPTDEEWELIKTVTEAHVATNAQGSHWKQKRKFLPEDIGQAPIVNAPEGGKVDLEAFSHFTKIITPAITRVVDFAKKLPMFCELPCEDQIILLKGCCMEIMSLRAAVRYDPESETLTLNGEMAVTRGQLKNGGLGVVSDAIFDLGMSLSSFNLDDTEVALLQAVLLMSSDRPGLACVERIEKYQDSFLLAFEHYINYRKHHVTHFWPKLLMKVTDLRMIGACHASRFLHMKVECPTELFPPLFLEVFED
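Polarization signal, normalized between peptide-alone and full complex controls, measured compound effects on T3-liganded human TRb LBD (0.6 uM) binding 20 nM Texas Red SRC2 peptide after 5 hr.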
L3MBTL1 inh = qHTS Assay for the Inhibitors of L3MBTL1 | AID 485360, 2010 | Potency, µM (doses to about 57.1 µM), for inactives: at the top dose activity, negative = inhibition, usual class: inhibitors | Lethal(3)malignant brain tumor-like protein 1 (Homo sapiens), Q9Y468 | actives 0.66% (n = 230,000) | AlphaScreen L3MBTL1–H3K9me1 peptide binding; note: nearly all actives have a fitted effect of over 60% in size
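AlphaScreen assay: L3MBTL1 (50 nM final) was preincubated 30 min at room temperature with biotinylated H3(1-15)K9me1 peptide (75 nM final), then 30 min with library compounds; streptavidin donor and nickel chelate acceptor beads (10 ug/mL final) added, 30 min dark.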
Starred values were filed as active, the others as inactive; u = inconclusive; x = not tested or not shown; & = joins results of further samples; [ ] = remark or other dose. Unless noted, calls come from the whole dose curve; as a rule, active = well fitted curve in the direction sought with a large enough effect; inconclusive = small, poorly fitted or top-dose-only effect, or another doubt; inactive = no such curve, though single readings can be large; an effect the other way counts as inactive or inconclusive. Unless noted, % is set by controls: 0 for no effect and ±100 for the full control effect; potency is the fitted concentration of half-maximal effect.

Values run as follows: Tau fluor counter, Tau fibril FP, L3MBTL1 inh, TexasRed fluor, TRb-SRC2 inh, aGal spleen mod, ALDH1A1 inh, Tau fibril ThT
1) COC(=O)C1(Cc2ccc(O)cc2)OC(=O)C(O)=C1c1ccc(O)cc1 (stereo unspecified)
    -5%, -8%, x, -5%, 3%, -5%, x, u
2) Cn1c(=O)c2c(nc(N3CCOCC3)n2Cc2ccccc2F)n(C)c1=O
    -18%, -4%, x, -1%, 4%, x, x, -8%
3) CCOC(=O)N1CCN(S(=O)(=O)c2cc([N+](=O)[O-])ccc2C)CC1
    5%, 6%, -1%, 0%, 7%, 4%, -6%, 11%
4) COc1cccc(CN(C(=O)c2cc3ccccc3oc2=O)C2CC2)c1
    -9%, -12%, -8%, -4%, -4%, -3%, 4%, -2%
5) O=C(COC(=O)c1cc(Cl)ccc1[N+](=O)[O-])Nc1cccc2ccccc12
    u, 11%, -3%, -2%, 4%, -3%, -13%, u
6) CN(C)CC(C)(C)CNS(=O)(=O)c1cccc2nsnc12
    -4%, 1%, 8%, -1%, -3%, 2%, 8%, 2%
7) CCC(C)NC(=O)CS(=O)Cc1nc(-c2ccccc2C)oc1C (stereo unspecified)
    -6%, -5%, 9%, 2%, -7%, -3%, 0%, -14%
8) O=C(Cc1ccc(-n2cccc2)cc1)N1CCN(c2ccccc2F)CC1
    -14%, -2%, -23%, 0%, -5%, 9%, u, u
9) O=S(=O)(NCc1ccc(F)cc1)c1ccc(-c2cnc(C3CC3)o2)cc1
    -10%, -2%, x, -2%, 5%, x, x, -6%
10) COc1cc(/C=N/NC(N)=S)cc(Br)c1OCc1ccccc1F
    u, u, -14%, -3%, -1%, -1%, u, -15%
11) CC(=O)CSc1nc2ccccc2o1
    -7%, -11%, 0%, -1%, -9%, -3%, u, -9%
12) COc1ccc(/C=N/N=C2/NC(=O)C(CC(=O)O)S2)cc1OCc1ccc(Cl)cc1Cl (stereo unspecified)
    -1%, -3%, u, -4%, -14%, 11%, 0%, u
13) O=C(c1ccc(F)cc1)N1CCN(c2ccc([N+](=O)[O-])c(N3CCCCC3)c2)CC1
    -9%, -7%, -8%, 6%, -4%, -10%, 5%, -11%
14) Cc1ccc(N2CCN(c3nc4ccccc4c4nnc(C)n34)CC2)c(C)c1
    -10%, -1%, x, -2%, 5%, x, x, u
15) C[C@@H](C(=O)Nc1ccc2ccccc2c1)[C@H]1C[C@]1(C)[C@H](NC(=O)OCc1ccccc1)c1ccccc1
    -26%&-24%, u, -7%, -9%&-5%, -4%&6%, 6%&-10%, 13µM*, -13%&-9%
16) CCOC(=O)c1ccc2nc(C)c3c(c2c1)OC(C)C3 (stereo unspecified)
    -4%, -3%, 5%, -1%, -13%, -3%, u, -11%
17) COc1ccc(S(=O)(=O)N(C)c2ccc(C(N)=O)cc2)cc1
    0%, 12%, x, 3%, 6%, 6%, -5%, -5%
18) Cc1ccc(OCc2nnc(SCC(=O)Nc3sc(C)c(C)c3C#N)n2C)cc1
    11%, -2%, 3%, 0%, -10%, 0%, 11%, 6%
19) O=C(NCc1cccs1)c1ccccc1C(=O)NCc1cccs1
    -2%, -3%, -4%, -5%, 5%, -16%, 4%, 1%
20) N/C(=N\OC(=O)CCc1ccccc1)c1ccccc1Cl
    -10%, -1%, 66%[activator], -2%, -1%, 2%, 5%, -10%
21) CCC(C)n1c(SCC(=O)Nc2ccccc2C(F)(F)F)nc2ccsc2c1=O (stereo unspecified)
    -14%, 0%, 2%, 1%, 6%, -3%, u, u
22) CC1(C)Cc2nc3sc4c(=O)n(CC(=O)NCc5ccccc5)cnc4c3cc2CO1
    -13%, -5%, 16%, 2%, 0%, -4%, u, -8%
23) O=C1CSC(c2cccc([N+](=O)[O-])c2)N1c1ccccc1 (stereo unspecified)
    -2%, 7%, 12%, 1%, -4%, -1%, -7%, -4%
24) CCCN(CCC)C(=O)NC1CC(=O)N(c2ccc(OC)cc2)C1 (stereo unspecified)
    -2%, 4%, -8%, 0%, 1%, 2%, 1%, 1%
25) CS(=O)(=O)NCC(c1ccco1)N1CCN(c2ccc(F)cc2)CC1 (stereo unspecified)
    -8%&-8%, -5%&-3%, -1%, 2%&3%, -3%&4%, -8%, -9%, -3%&-3%
26) COc1ccc(C2c3c(oc4ccc(C)cc4c3=O)C(=O)N2CCCN2CCOCC2)cc1OC (stereo unspecified)
    5%, -5%, x, -1%, 9%, x, x, 8%
27) Cc1cccc(Cn2cnc3c(NS(C)(=O)=O)c(C)c(C)cc32)c1
    -10%, -3%, 1%, 3%, -2%, 7%, -5%, -12%
28) COc1ccc(N(CC(=O)Nc2cc(C)ccc2OC)S(=O)(=O)c2c(C)noc2C)cc1
    u, 8%, -7%, 0%, 4%, 1%, 4%, -10%
29) O=C(Nc1ccccc1Cl)c1ccc(-n2cccn2)c([N+](=O)[O-])c1
    1%, -10%, 11%, -6%, -3%, 6%, 8.9µM*, u
30) Cc1c2cnn(CC(=O)N3CCN(c4ccccc4)CC3)c(=O)c2c(C)n1Cc1ccccc1Cl
    -2%, -3%, x, -2%, -6%, x, x, -7%
31) O=C(Cn1nc([N+](=O)[O-])nc1Br)NC(c1ccccc1)c1ccccc1
    -1%, -5%, -17%, 3%, 9%, -1%, -67%, 3%
32) Cc1ccc2c(c1)c1c(c(=O)n(-c3cccc(Cl)c3)c(=O)n1CC(=O)NCC1CCCO1)n2C (stereo unspecified)
    2%, 0%, x, -1%, 2%, x, x, 5%
33) Cc1cccc(N(C)S(=O)(=O)c2ccc3[nH]cc(C(=O)N4CCOCC4)c(=O)c3c2)c1
    1%, -8%, 1%, -1%, -6%, 10%, u, 3%
34) O=C(CCc1ccccc1)NNC(=O)c1cccc(F)c1
    -6%, -1%, -13%, -6%, 0%, -17%, 6%, -3%
35) CCN(C(=O)COC(=O)c1c(C)noc1C)C1CCS(=O)(=O)C1 (stereo unspecified)
    0%, 0%, -3%, -2%, -6%, -2%, 6%, -5%
36) Cc1c(CCOC(=O)c2cccc([N+](=O)[O-])c2)sc[n+]1CC(=O)c1ccccc1
    -11%, 5%, -13%, -7%, 5%, 0%, 5%, -10%
37) COc1ccc(Br)cc1CN1CCCC(C(=O)N2CCCCC2)C1 (stereo unspecified)
    -5%, 2%, x, -1%, -14%, -6%, u, -7%
38) Cc1ccccc1C(=O)Nc1ccc(-c2nc3ccc(C(=O)c4ccccc4)cc3[nH]2)cc1
    u, 28µM*, -3%, -2%, -11%, 4%, u, -5%
39) CC(C)c1ccc(S(=O)(=O)c2cn(CC(=O)Nc3ccc(F)cc3)c3ccccc3c2=O)cc1
    -22%, u, x, 0%, 8%, x, x, 4%
40) COc1cccc(C(=O)N(Cc2ccccc2)Cc2cc3cc4c(cc3[nH]c2=O)OCCO4)c1
    -3%, 5%, 3%, 0%, -12%, -2%, u, -7%
41) COC(=O)CN(c1ccccc1C)S(C)(=O)=O
    1%, 2%, 2%, 3%, -3%, -3%, 13%, 4%
42) CN1CCN(c2nc3c(c(=O)n(C)c(=O)n3C)n2Cc2cccc3ccccc23)CC1
    -10%, 1%, x, -2%, 10%, 7%, 11µM*, -5%
43) N#C/C(=C\c1ccc(-c2cccc(Cl)c2)o1)C(=O)Nc1cccc2cccnc12
    -17%, 8%, x, -2%, 3%, -3%, 6%, 2.5µM*
44) CC(C)S
    x, x, x, 1%, 0%, -4%, 3%, x
45) CCc1ccc(C2NC(=O)c3[nH]nc(-c4cccc(OC)c4)c32)cc1 (stereo unspecified)
    -15%, -4%, x, -2%, -1%, x, x, -5%
46) O=C(O)CCCN1C(=O)C2C3CC(C2C1=O)C1C(c2ccccc2)c2sc(=O)[nH]c2SC31 (stereo unspecified)
    -17%, -13%, x, 0%, 3%, 3%, 5%, u
47) CCOCC(=O)Nc1c(C)n(C)n(-c2ccccc2)c1=O
    1%, 2%, 7%, -1%, 0%, -4%, 9%, 0%
48) CC1CCC/C(=N\Nc2ccc(Cl)c(C(=O)O)c2)C1 (stereo unspecified)
    -7%, -3%, u, -2%[53 µM], 12%[53 µM], -1%, u, u
49) Fc1cccc(NC(=S)N2CCCC2)c1
    -3%, 3%, 9%, -5%, -3%, 2%, 21%, -6%
50) CCOC(=O)C1CCCN(C(=O)C(C)(C)Oc2ccc(Cl)cc2)C1 (stereo unspecified)
    -8%, -1%, 11%, -2%, 5%, 4%, -11%, -5%
51) CNC(=O)c1ccc(-c2ccc(F)cc2)s1
    -17%, -3%, x, -1%, -8%, 11%, u, -12%
52) FC(F)(F)Oc1ccc(NC(=S)NCCCN2CCOCC2)cc1
    -7%, -1%, 5%, -3%, -4%, -4%, 9%, -2%
53) O=C(O)CC1S/C(=N/N=C2CCCCC2)N(c2ccccc2)C1=O (stereo unspecified)
    -18%, -1%, -15%, -1%, 0%, 18%, 3%, -9%

6 structures already listed, ordered by SMILES length, low to high.
Values run as follows: Tau fluor counter, Tau fibril FP, L3MBTL1 inh, TexasRed fluor, TRb-SRC2 inh, aGal spleen mod, ALDH1A1 inh, Tau fibril ThT
49) Fc1cccc(NC(=S)N2CCCC2)c1
    -3%, 3%, 9%, -5%, -3%, 2%, 21%, -6%
52) FC(F)(F)Oc1ccc(NC(=S)NCCCN2CCOCC2)cc1
    -7%, -1%, 5%, -3%, -4%, -4%, 9%, -2%
53) O=C(O)CC1S/C(=N/N=C2CCCCC2)N(c2ccccc2)C1=O (stereo unspecified)
    -18%, -1%, -15%, -1%, 0%, 18%, 3%, -9%
50) CCOC(=O)C1CCCN(C(=O)C(C)(C)Oc2ccc(Cl)cc2)C1 (stereo unspecified)
    -8%, -1%, 11%, -2%, 5%, 4%, -11%, -5%
45) CCc1ccc(C2NC(=O)c3[nH]nc(-c4cccc(OC)c4)c32)cc1 (stereo unspecified)
    -15%, -4%, x, -2%, -1%, x, x, -5%
46) O=C(O)CCCN1C(=O)C2C3CC(C2C1=O)C1C(c2ccccc2)c2sc(=O)[nH]c2SC31 (stereo unspecified)
    -17%, -13%, x, 0%, 3%, 3%, 5%, u

Bioassay records deposited in PubChem by National Center for Advancing Translational Sciences (NCATS).
